hiPSC survival – enhancers of single-cell hiPSC survival, primary screen, ATPlite luminescence | survival enhancement, % at 20 µM | AID 602274, 2012 | 0.044% of 360,000 active | 100% = ROCK inhibitor wells, 0% = DMSO; in the data active = survival enhancement above about 18%;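 also: cells exposed to compounds for 16 hours before the ATP read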
Exocytosis inh – LAMP-1 surface exposure blockers, TALL-104 cells – cell-based, flow cytometry, MLPCN library, primary screen; inhibition, % at 10 µM; TALL-104 LAMP-1 surface exposure; cells stimulated with thapsigargin and PMA; 0.66% of 360,000 active;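 active = inhibition above about 55%, limit read from the data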
Cardio protect – cardioprotection against H2O2-induced cell death, primary screen, uHTS, H9c2 cells, ATPLite luminescence. H9c2 cardiomyocytes, H2O2 injury protection, 2 h. protection from H2O2 cell death, % at 20 µM. 0.63% of 360,000 active. AID 588492, 2011;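 active = compounds giving at least 50% protection of heart cells from peroxide-induced death in the single-dose screen, raw or plate-pattern-corrected value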;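 also: 0% = DMSO wells with peroxide and 100% = DMSO wells without peroxide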
ABCB6 inh 2 – ABCB6 transporter inhibitors, primary screen, K562-ABCB6 cells, flow cytometry, MLPCN library; ATP-binding cassette sub-family B member 6 (Homo sapiens), Q9NP58; K562-ABCB6 porphyrin accumulation, 1 h; active compounds read low; fluorescence ratio to DMSO, % at 10 µM; 0.19% of 360,000 active;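 active = fluorescence ratio to DMSO below 75%, the collection mean minus 3 SD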;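 also: signal is porphyrin accumulated inside mitochondria; 100% equals median channel fluorescence of DMSO control wells; lower ratio means ABCB6 inhibition with less porphyrin fluorescence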
Target sequence (Q9NP58 whole entry, looked up): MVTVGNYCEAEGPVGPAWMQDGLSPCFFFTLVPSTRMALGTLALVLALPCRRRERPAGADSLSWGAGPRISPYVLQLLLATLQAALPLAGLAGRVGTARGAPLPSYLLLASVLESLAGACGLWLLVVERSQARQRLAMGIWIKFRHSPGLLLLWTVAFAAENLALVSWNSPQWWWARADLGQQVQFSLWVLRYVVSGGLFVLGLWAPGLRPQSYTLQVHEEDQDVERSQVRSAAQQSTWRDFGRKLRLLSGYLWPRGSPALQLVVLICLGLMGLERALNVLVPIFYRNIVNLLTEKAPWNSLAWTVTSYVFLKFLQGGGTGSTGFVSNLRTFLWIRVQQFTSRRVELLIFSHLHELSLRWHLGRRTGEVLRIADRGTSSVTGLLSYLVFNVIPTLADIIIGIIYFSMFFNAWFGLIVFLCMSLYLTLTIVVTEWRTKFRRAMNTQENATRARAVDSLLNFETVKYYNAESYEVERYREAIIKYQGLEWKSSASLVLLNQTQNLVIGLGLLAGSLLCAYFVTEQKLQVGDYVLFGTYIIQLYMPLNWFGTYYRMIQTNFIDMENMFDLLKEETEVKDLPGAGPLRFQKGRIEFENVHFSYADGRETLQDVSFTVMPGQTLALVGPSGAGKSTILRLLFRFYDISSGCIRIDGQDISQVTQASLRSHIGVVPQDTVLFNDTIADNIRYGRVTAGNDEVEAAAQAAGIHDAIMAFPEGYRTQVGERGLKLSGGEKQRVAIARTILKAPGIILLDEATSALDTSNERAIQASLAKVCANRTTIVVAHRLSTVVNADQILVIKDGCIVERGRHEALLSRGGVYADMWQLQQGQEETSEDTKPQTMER
m5-HT2A agonist – mouse Htr2a agonists via beta-arrestin recruitment, primary screen, cell-based, luminescence; CHO-K1 mHTR2A beta-arrestin complementation; percent of 30 µM serotonin response; activation, % at 7.6 µM; 0.66% of 360,000 active; AID 624169, 2012;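 active = activation above a run cutoff, the mean activation of all tested compounds plus 3 SD, cut at about 14% in these data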;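 also: 0% = plate median of compound wells and 100% = 30 µM serotonin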
aDG glyco up – activators of alpha-DG glycosylation, primary screen, uHTS, Pro5-aDG cells, AlphaScreen. alpha-DG glycosylation AlphaScreen (IIH6); 0% Pro5, 100% B10-LARGE cell signal. activation, % at 10 µM. 0.22% of 360,000 active;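 active = activation of at least 8% versus controls, or a plate z-score of at least 8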;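 also: Pro5 are CHO cells carrying HIG-tagged alpha-DG that lacks glycosylation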
ABHD5 PLIN5 PPI – ABHD5-PLIN5 interaction inhibitors, primary screen, cell lysate, split luciferase complementation, luminescence; Perilipin-5 (Homo sapiens) + 1-acylglycerol-3-phosphate O-acyltransferase ABHD5 (Homo …; Split G. princeps luciferase complementation, 4 h; inhibition, % at 4 µM; 0.78% of 360,000 active;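 active = inhibition above the mean inhibition across every tested compound plus 3 SD, cut at about 22% in these data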;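 also: 0% = DMSO only wells and the 100% control is not disclosed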
Glyco luc inh – increase of ERlucT glycosylation luciferase signal, primary screen, N-linked glycosylation inhibitor project, D54 ERlucT cells, luminescence, set 2; D54 ERlucT glycosylation luciferase reporter, 24 h; percent of 100 nM tunicamycin response; 0.23% of 360,000 active; reporter increase, % at 12.5 µM;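 active = mean luciferase reporter signal, scaled so untreated is 0 and the glycosylation-blocking control 100, at or above a set limit in every replicate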;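 also: luciferase carries N-glycosylation sites so blocking glycosylation raises the light; 0% = median of neutral control wells and 100% = median of 100 nM tunicamycin wells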
MC4R antag cAMP – MC4R antagonists of cAMP signaling, primary screen, cell-based, TR-FRET, antagonist arm of biased-ligand search; AID 540295, 2011; MC4R-expressing cells, MTII-stimulated cAMP, LANCE TR-FRET; inhibition, % at 6.5 µM; 0.48% of 360,000 active; Melanocortin receptor 4 (Homo sapiens), P32245;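 active = inhibition above its plate's cutoff, the mean of tested wells on that plate plus 3 SD, cut at about 29% in these data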;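 also: 0% = Melanotan II alone and 100% = Melanotan II plus saturating MCL0020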
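System: U2OS-MC4R stable cell line; Technique: Eu-cAMP/anti-cAMP TR-FRET, emission 671 nm; Repeats: single well per compound; Also added: Melanotan II; Dosing: one concentration, 6.5 µM nominal; Schedule: 30-min compound, 1-h challenge, 1-h detection, room temperature.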
MC4R ag barr – MC4R agonists recruiting beta-arrestin, primary screen, cell-based, luminescence, agonist arm of biased-ligand search; AID 540308, 2011; 0.98% of 360,000 active; activation, % at 8.9 µM; U2OS MC4R beta-arrestin complementation; percent of melanotan II response, DMSO zero;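 active = activation above a per-plate cutoff, the mean activation of sample wells on that plate plus 3 SD, cut at about 8% in these data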
The depositor's hits bear a star.

SMILES	hiPSC survival	Exocytosis inh	Cardio protect	ABCB6 inh 2	m5-HT2A agonist	aDG glyco up	ABHD5 PLIN5 PPI	Glyco luc inh	MC4R antag cAMP	MC4R ag barr
COC(=O)c1ccc(NC2=C(Cl)C(=O)OC2OC(=O)c2ccccc2)cc1 (stereo not drawn)	-0.2	0	4	102	-4	0.0	2	-3	17	-1.2
O=C(Nc1ccc2nc(-c3cccnc3)[nH]c2c1)c1ccccc1F	-3.8	-2	6	106	-3	-0.2	4	1	2	1.2
Cn1cc(CN2CCC(n3nccc3NC(=O)C3CCCC3)CC2)cn1	-0.3	-1	-2	92	5	-0.5	1	0	17	-2.9
Cc1ccc(S(=O)(=O)Nc2ccccc2N(C)S(=O)(=O)c2ccc(C)cc2)cc1	1.9	0	-12	96	-9	0.4	7	-4	17	1.1
O=P(O)(C(O)c1ccccc1)C(O)c1ccccc1 (stereo not drawn)	2.4	-1	15	100	0	-0.3	1	5	4	-1.5
COc1ccc(Cc2nc3ccc(C(=O)N(C)Cc4nccn4C)cc3o2)cc1	0.2	0	4	94	1	-0.5	-5	-1	15	-1.5
COc1cc(/C=C(\C#N)c2nc3ccccc3n2C)cc(OC)c1O	-0.2	0	9	102	3	0.0	5	3	8	1.0
COc1ccc(C(c2nnnn2Cc2cccs2)N2CCN(c3ccccc3F)CC2)cc1 (stereo not drawn)	-2.6	-2	-2	96	-6	0.5	2	-6	0	-1.2
NC1=NC(=O)C(Cc2ccc(F)cc2)S1 (stereo not drawn)	0.6	1	0	102	6	0.0	-2	1	3	-0.1
O=C(NCC1CCCO1)c1ccc2ccccc2n1 (stereo not drawn)	-0.3	-2	4	95	0	0.0	7	0	12	-0.4
CC1Cc2cc(/C(O)=C3\C(=O)C(=O)N(Cc4ccncc4)C3c3ccccc3F)ccc2O1 (stereo not drawn)	0.7	1	-1	104	7	-0.2	-3	-2	9	-1.6
CCn1c(CSc2nc(C)cc(C)n2)nnc1SCC(N)=O	-0.4	-1	6	99	1	-0.2	6	3	0	-4.5
COCCn1c(SCC(=O)Nc2ccc(OC)cc2OC)nc2ccccc2c1=O	-0.1	-4	0	96	-2	0.1	3	-2	-7	-1.1
O=C(NCC1CCCO1)c1nn2c(C(F)(F)F)cc(-c3cccs3)nc2c1Br (stereo not drawn)	-0.3	-2	1	90	-3	0.1	-8	0	-1	-0.9
COc1cc(OC)cc(C(=O)NC(C(=O)NCCN(C)C)C23CC4CC(CC(C4)C2)C3)c1 (stereo not drawn)	-1.6	2	-14	93	-1	0.1	7	0	2	-2.2
CCCCn1c(N)c(N(C)C(=O)c2ccc(Br)o2)c(=O)[nH]c1=O	0.1	-5	-4	101	5	-0.2	1	2	1	-0.9
COc1ccc(S(=O)(=O)N(CC(=O)NC2CCCCC2)c2ccc(F)cc2)cc1	0.6	-1	3	96	9	-0.1	-1	-3	-6	7.5
COC(=O)c1ccc(NC(=O)CN2CCC(NC(=O)c3ccccc3F)CC2)cc1	-1.2	-6	1	93	2	0.0	1	-1	1	-0.3
CCN(CC)CCCNC(=O)c1c(O)c2cc(F)cc3c2n(c1=O)C(C)CC3 (stereo not drawn)	-0.3	-2	22	97	-5	0.6	5	-4	-4	1.6
Oc1c(Cl)cc(Cl)cc1/C=N/NC(=S)NC1CC2C=CC1C2 (stereo not drawn)	-0.9	-8	8	96	-19	-0.1	-8	0	1	-3.2
COCCNC(=O)C(c1ccc(F)cc1)N(Cc1ccco1)C(=O)CCC(=O)Nc1nccs1 (stereo not drawn)	0.3	6	5	93	1	0.0	-10	1	4	0.4
Cc1cccc(C)c1NC(=O)CN(C)CC(=O)Nc1ccccc1Br	1.2	-4	2	87	-5	0.1	3	0	0	-0.2
Cc1cc(C)nc(/N=C2/NC(=O)CS2)n1	0.6	2	2	104	-6	-0.2	-24	0	-1	-0.7
COc1ccc(-c2noc(N(C)CC(=O)Nc3cccc(C(F)(F)F)c3)n2)cc1	-0.3	0	-24	108	5	0.0	-1	0	-2	4.0
O=C(NC(=S)Nc1ccc(N2CCOCC2)cc1)c1ccc2c(c1)OCCO2	0.8	-2	-6	96	-6	-0.5	-5	0	-2	-0.8
CCCCn1c(SCC(=O)Nc2cc(C)on2)nnc1-c1ccncc1	-0.6	9	2	98	-1	-0.1	1	1	0	-2.2
N#Cc1c(N)nc2c(c1-c1ccncc1)CCCCC2	-0.6	1	8	90	2	0.0	13	1	-11	2.5
COc1ccc(OC)c(NC(=O)COC(=O)c2c(C)noc2C)c1	-0.6	-1	1	98	1	0.3	5	0	3	-1.4
CCCN(CC(=O)Nc1ccccc1C)C(=O)c1ccc(S(=O)(=O)N2CCC(C)CC2)cc1	-0.5	-8	-2	99	-1	-0.1	-12	2	20	0.1
O=S1(=O)C=CC(Nc2ccccc2)C1 (stereo not drawn)	0.2	-2	2	94	1	-0.2	2	2	-1	0.5
COCCNCC(=O)C12CC3CC(CC(C3)C1)C2	-1.0	-5	2	102	3	0.1	6	1	-3	-0.5
COC(=O)c1cn(C(=O)c2ccc(C)cc2)c2ccccc12	-0.9	-1	-4	97	-1	-0.3	-6	15	-5	-2.0
Cc1cccc(NC(=S)NCCc2ccc3c(c2)OCCO3)c1C	-0.7	13	-4	98	5	0.2	-2	-3	0	-0.5
COc1cccc(N2CC(C(=O)Nc3ccc(F)cc3)CC2=O)c1 (stereo not drawn)	-0.4	0	1	102	7	-0.4	11	4	0	1.7
c1ccc(-c2nc(NCc3cccs3)c3ccccc3n2)cc1	0.1	10	-13	104	-4	0.1	3	11	-1	1.5
CC(=O)N(CN1C(=O)CCC1=O)c1cccc(Cl)c1	0.2	-4	4	102	-1	-0.3	-5	4	1	-3.0
CC(C)Nc1nc(N)c(C(=O)C23CC4CC(CC(C4)C2)C3)s1	-0.1	1	1	99	0	-0.2	-4	-2	18	0.0
Cc1ccccc1S(=O)(=O)Cc1ccc(C(=O)O)o1	0.4	-1	5	99	0	-0.1	6	3	-1	0.0
CCCCn1nnnc1NCc1cc(Cl)c(OC)c(OC)c1	0.3	-9	8	96	-2	0.6	1	2	8	1.8
CCC(=O)N(c1nnc(SCC(=O)c2ccc[nH]2)s1)C1CC1	0.9	-13	-3	97	2	0.4	-4	-3	7	-0.6

An excerpt from above, reduced to aDG glyco up.
smiles	aDG glyco up
Cc1cccc(NC(=S)NCCc2ccc3c(c2)OCCO3)c1C	0.2
COc1cccc(N2CC(C(=O)Nc3ccc(F)cc3)CC2=O)c1 (stereo not drawn)	-0.4

Structures listed so far containing a cyano group:
SMILES	hiPSC survival	Exocytosis inh	Cardio protect	ABCB6 inh 2	m5-HT2A agonist	aDG glyco up	ABHD5 PLIN5 PPI	Glyco luc inh	MC4R antag cAMP	MC4R ag barr
COc1cc(/C=C(\C#N)c2nc3ccccc3n2C)cc(OC)c1O	-0.2	0	9	102	3	0.0	5	3	8	1.0
N#Cc1c(N)nc2c(c1-c1ccncc1)CCCCC2	-0.6	1	8	90	2	0.0	13	1	-11	2.5

Next section.
SMILES	hiPSC survival	Exocytosis inh	Cardio protect	ABCB6 inh 2	m5-HT2A agonist	aDG glyco up	ABHD5 PLIN5 PPI	Glyco luc inh	MC4R antag cAMP	MC4R ag barr
CC(C)c1nnc(SCC(=O)NC2CCCC2)n1C	-0.5	0	0	100	0	-0.3	-4	1	23	0.5
O=C(O)C1=C(C2CCCCC2)C(=O)c2ccccc21	11	0	3	97	-1	0.3	1	0	12	1.3
CC(=O)n1cc([C@@H]2C=C(C(=O)N3CCN(Cc4ccccc4)CC3)O[C@H](OCc3ccc(CO)cc3)C2)c2ccccc21	7.8	0	30	102	-5	-0.2	-7	-3	21	-0.2
CC(NC(=O)C1CCN(c2nnc(N3CCCC3=O)s2)CC1)c1ccccc1 (stereo not drawn)	-1.1	1	2	95	-3	-0.2	-12	2	-1	0.9
Cc1c(N(C)S(=O)(=O)c2cccc(C(=O)NCc3cccnc3)c2)c(=O)n(-c2ccccc2)n1C	1.2	-2	8	99	2	-0.1	-6	2	8	-1.1
CN1C(=O)N2CN(C3CCCCC3)CN3C(=O)N(C)C1C23 (stereo not drawn)	1.0	1	6	105	0	3.6	5	2	11	-1.6
Cc1ccc(S(=O)(=O)c2cc3cc(Br)ccc3oc2=O)cc1	-1.8	-3	0	97	11	0.4	6	-4	-2	2.0
CCOc1cc(C2C(C#N)=C(N)OC3=C2C(=O)CC(C)(C)C3)cc([N+](=O)[O-])c1O (stereo not drawn)	-0.3	0	2	101	0	-0.2	-4	2	8	-3.0
CCN(Cc1cc2cccc(C)c2[nH]c1=O)C(=O)c1ccccc1OC	0.2	-2	11	104	0	-0.4	4	1	1	0.7
CCN1CCN(C(c2cc(OC)ccc2OC)c2nnnn2Cc2ccccc2)CC1 (stereo not drawn)	0.1	2	1	94	-1	0.0	7	-2	10	-2.2
Cc1ccc(C(=O)/C=C/c2ccccc2[N+](=O)[O-])cc1	-0.7	4	-20	93	-1	0.2	52*	15	0	1.6
O=C(C1CCCN1S(=O)(=O)c1ccc(Cl)c(Cl)c1)N1CCCCC1 (stereo not drawn)	3.1	0	-5	105	-2	0.1	-3	-1	4	-2.2
COc1ccc(C(CNC(=O)c2cccc(S(=O)(=O)NCc3ccccc3)c2)N2CCOCC2)cc1 (stereo not drawn)	-0.3	-1	7	95	1	0.3	9	-1	6	-0.1
COc1ccc(N2CCN(CC(=O)c3c[nH]c4ccccc34)CC2)cc1	0.4	8	-5	103	-5	-0.2	5	0	1	-0.8
COc1ccc(OC)c(/C=C/C(=O)N(C)CC(=O)Nc2ccc(N3CCOCC3)cc2)c1	-0.2	2	-5	102	-6	-0.5	1	1	3	-0.5
Cc1ccc(C)c(-c2nnc(NC(=O)CS(=O)(=O)c3ccccc3)o2)c1	0.1	-16	10	100	2	0.9	1	2	-2	1.4
O=C(NCC(O)c1ccc([N+](=O)[O-])cc1)C1CCCCC1 (stereo not drawn)	-0.2	-3	6	102	4	0.3	0	2	-5	-3.7
Cc1cc(C)c(SSc2nnnn2-c2ccccc2)c(C)c1	-2.6	17	-6	100	10	-0.2	8	-2	-9	-1.2
Cc1cccc(NS(=O)(=O)c2ccc(C(=O)NCC(c3ccccc3)N(C)C)cc2)c1C (stereo not drawn)	-0.4	12	-2	97	-13	0.1	9	-5	9	-0.5
COc1ccc(S(=O)(=O)N(C)CC(=O)N2CCCC2)cc1	2.3	-13	6	95	0	-0.1	2	2	0	0.2
CC(=O)N(c1ccc2oc(=O)sc2c1)S(=O)(=O)c1ccccc1	0.5	-2	31	104	3	-0.1	8	3	-4	-1.1

This is a random part of the collection; about 4.5% have a hit in one of these screens.
